TDP1 block – qHTS Assay for Inhibitors of Tyrosyl-DNA Phosphodiesterase (TDP1); recombinant TDP1, AlphaScreen DNA substrate cleavage; Potency, µM (highest dose often 130 µM), for the others: top-dose activity change, negative = inhibition, usual class: inhibitors; hit rate 0.28% among 350,000; note: nearly all actives have a fitted effect of over 40% in size
Target sequence (Q9NUW8 whole entry, looked up): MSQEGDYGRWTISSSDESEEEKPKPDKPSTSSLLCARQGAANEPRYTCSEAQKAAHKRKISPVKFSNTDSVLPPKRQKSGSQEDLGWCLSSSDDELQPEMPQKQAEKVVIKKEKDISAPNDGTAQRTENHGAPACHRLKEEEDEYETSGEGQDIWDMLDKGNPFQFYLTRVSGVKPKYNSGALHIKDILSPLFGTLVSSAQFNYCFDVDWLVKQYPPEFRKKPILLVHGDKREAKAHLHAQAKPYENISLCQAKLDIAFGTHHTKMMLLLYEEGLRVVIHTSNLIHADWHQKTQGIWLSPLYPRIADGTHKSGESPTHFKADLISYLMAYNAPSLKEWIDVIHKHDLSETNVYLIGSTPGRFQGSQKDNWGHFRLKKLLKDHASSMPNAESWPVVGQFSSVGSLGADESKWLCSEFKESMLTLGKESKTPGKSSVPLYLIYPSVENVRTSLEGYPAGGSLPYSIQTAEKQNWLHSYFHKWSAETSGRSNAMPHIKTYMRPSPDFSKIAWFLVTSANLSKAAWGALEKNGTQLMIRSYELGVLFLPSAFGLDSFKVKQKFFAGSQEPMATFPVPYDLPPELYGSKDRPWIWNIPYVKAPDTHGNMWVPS
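E. coli-derived human Tdp1, 1 nM final. Cpd preinc 15 min RT; substrate 15 nM final, 5 min RT; AS bead mix 10 ug/ml final, 10 min RT. Signal loss = tyrosine-FITC cleavage. No-enzyme wells = max signal.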
TDP1 cell noCPT – qHTS for Inhibitors of human tyrosyl-DNA phosphodiesterase 1 (TDP1): qHTS in cells in absence of CPT | DT40 Tdp1-/- hTDP1 cells, no CPT, ATP luminescence, 48 h | Potency, µM (highest dose often 46.2 µM), for the others: at the top dose activity change, negative = growth inhibition, most hits filed as inhibitors | AID 686978, 2013 | hit rate 15% among 420,000; note: nearly all actives have a fitted effect of over 55% in size
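DT40 Tdp1-/-;hTDP1 cells, no CPT (DMSO vehicle only), 400 cells/well; compounds pin-transferred; ≥48 hr, 37 °C; CellTiter-Glo 30 min RT dark, luminescence read.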
KAT2A inh – qHTS Assay for Inhibitors of GCN5L2; Potency, µM (titrated, usually from 58.9 µM), for the others: top-dose activity change, negative = inhibition, hits mostly inhibitors; Histone acetyltransferase KAT2A (Homo sapiens), Q92830; hit rate 0.21% among 390,000; GCN5L2 HAT assay, ThioGlo1 CoA-SH fluorescence
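qHTS, 1536-well. 20nM enzyme, pH 7.5 HEPES/EDTA/Tween-20 buffer; 15 min compound preinc., RT. Start: 75uM H3(1-25), 70uM AcCoA, 50uM ThioGlo1. Read Ex340/Em540 at t=0 (autofluorescence flag) and t=20 min.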
An asterisk follows results filed as active; ? = inconclusive; nt = not tested or not shown; & = joins results of further samples; [ ] = another dose, or the depositor's remark. Calls come from the whole dose curve; as a rule, active = well fitted curve in the direction sought with a large enough effect; inconclusive = small, poorly fitted or top-dose-only effect, or another doubt; inactive = no such curve, though single readings can be large; an effect the other way counts as inactive or inconclusive. % is set by controls: 0 for no effect and ±100 for the full control effect; potency is the fitted concentration of half-maximal effect. This is a subset; rates above refer to the full screens.

SMILES | TDP1 block | TDP1 cell noCPT | KAT2A inh
N#Cc1ccccc1Sc1ccccc1C(=O)OCC(=O)NC1CCCCC1 | -0.6% | ? | 0.7%
COc1ccc(C(=S)N2CCOCC2)cc1OS(=O)(=O)c1ccc(Br)cc1 | 4.0% | ? | ?
Cc1cc(NS(=O)(=O)c2ccc(NC(=O)C(C)Oc3ccc(C(C)C)cc3)cc2)no1 (stereo unspecified) | 3.0% | 4.1% | -4.7%
COc1ccc(C(=O)Nc2ccccc2C(=O)Nc2ccc(C(=O)O)cc2)cc1 | 6.7% | -11.2% | -16.8%
CC(=O)N1CCC2(CC1)OC(=O)C(C)=C2C(=O)Nc1cc(C)ccc1C | 5.0% | -11.9% | 1.0%
COc1ccc(-c2cn3cc(C)ccc3n2)cc1Br | 3.1% | ? | 1.0%
Cc1ccccc1NC(=O)c1ccc(F)c(S(=O)(=O)N2CCN(c3ccccn3)CC2)c1 | 4.0% | 11.2µM* | -15.0%
C[C@@H](C(=O)O)c1ccc(-c2ccccc2)c(F)c1 | 10.7%&6.5%[56.1 µM] | 2.2% | 0.0%[21.4 µM]
COc1cccc(NC(=O)CCN2C(=O)c3ccccc3S2(=O)=O)c1 | -4.5% | -5.5% | -11.7%
CCOc1ccc(OCCOCCOc2ccccc2Cl)cc1 | -4.6% | -12.0% | -5.2%
CCN(CC)S(=O)(=O)c1ccc(-c2nnc(SCC(=O)N3CCOCC3)o2)cc1 | 2.1% | -13.5% | -8.7%
CC(C)(C)OC(=O)N1CSC[C@H]1C(=O)NC[C@H](CC(=O)O)c1ccc(Cl)cc1 | nt | 21.3% | -13.8%
CC(C)(C)OC(=O)N1CCC(c2c(C(=O)N3CCN(c4ncccn4)CC3)cnn2-c2ccc(F)cc2)CC1 | 1.1% | -4.8% | -9.2%
COc1ccc2c(c1)c(CCN1C(=O)c3ccccc3C1=O)cn2C(=O)c1ccco1 | -3.1% | -25.4% | 2.3%
CCOc1cccc2cc(C(=O)Nc3ccccc3-c3ccccc3)c(=O)oc12 | 2.7% | -3.1% | -1.3%
COC(=O)Cn1c(SCCOc2ccccc2Cl)nc2ccccc21 | 5.7% | ? | -1.7%
Cc1c(NC(=O)CN2C(=O)NC(C)(c3ccc(Cl)cc3)C2=O)c(=O)n(-c2ccccc2)n1C (stereo unspecified) | nt | -2.2% | -5.1%
O=C(CCCSc1ccccc1)Nc1nc(-c2ccco2)c(-c2ccco2)s1 | 8.2% | ? | -23.7%
Cc1cccc(N2CCN(C(=O)CC(NC(=O)c3ccccc3)c3ccccc3)CC2C)c1 (stereo unspecified) | 0.0% | 29.1µM* | -0.5%
CC1(C(=O)O)CCC(C(=O)Nc2ccc(S(N)(=O)=O)cc2)C1(C)C (stereo unspecified) | 3.0% | -3.5% | -3.8%
CCCCn1nnnc1SCC(=O)Nc1ccc(N(C)C)cc1 | 2.3% | -2.9% | -11.0%
CCCCNC(=S)NC(C)(C)CO | 1.2% | 5.5% | -3.7%
COc1ccc(N(Cc2cccs2)C(=O)COc2cccc(Cl)c2)cc1 | -12.0% | ? | -14.8%
COc1nc(N2CCCC2)nc(-n2nnc(C(C)=O)c2C)n1 | 4.9% | ? | -3.9%
O=C(O)c1ccccc1Nc1cc(Cl)cc(Cl)c1 | 10.8% | nt | ?
Oc1ccc(-c2nc3ccc4ccccc4c3c3c2CCC3)cc1O | 8.2% | ? | -0.3%
CCOc1cc(C2C3=C(CC(C)(C)CC3=O)N(CCCOC)C3=C2C(=O)CC(C)(C)C3)ccc1OC | nt | -12.8% | -7.4%
CC(=O)c1ccc(NC(=O)c2ccc3snnc3c2)cc1 | nt | 18.5% | -4.9%
CN1CCN(S(=O)(=O)c2cccc(C(=O)Nc3sc4c(c3-c3nc5ccccc5[nH]3)CCCC4)c2)CC1 | 4.7% | 13µM* | -7.4%
CCCCNC(=O)NCc1cnn(C)c1C | 0.0% | -9.0% | -4.8%
Cc1ccccc1-c1noc(CSc2nc(-c3ccc(F)cc3)cc(=O)[nH]2)n1 | -2.7% | -0.1% | -6.0%
COc1ccc(-c2nc(N)n(C(=O)c3cccs3)n2)cc1 | 5.3% | 0.9% | -10.3%
NC(=O)C1CCN(c2ccc([N+](=O)[O-])cc2Cl)CC1 | 2.6% | -7.2% | -4.6%
CCOc1ccc(NC(=O)c2cnc3ccccn3c2=O)cc1 | 2.0% | 7.9% | -2.1%
CC(C)CN=CC1=C(O)c2ccccc2C1=O | nt | -7.2% | -27.8%
C#CCOCCOCCOCCNc1nc(N2CCN(C(=O)[C@H](CCCCN)n3cc([C@@H](N)C(C)CC)nn3)CC2)nc(N2CCN(C(=O)[C@H](CCCCN)n3cc([C@@H](N)CC(C)C)nn3)CC2)n1 (stereo partly specified) | 2.6% | 6.8% | 0.0%
CCOc1ccc(-n2ccnc2SCC(=O)NCc2ccc3c(c2)OCO3)cc1 | 7.8% | ? | -1.8%
CCc1nc(CN2CCCC(C(=O)c3ccc4c5c(cccc35)CC4)C2)c(C)[nH]1 (stereo unspecified) | 5.1% | 16.4µM* | -6.1%
CCOC(=O)c1cccc(NC(=O)NCc2cccn2Cc2ccccc2)c1 | 4.5% | ? | -4.4%
CN(C)/C=C1\N=C(c2ccccc2)OC1=O | 3.8% | -19.0% | -11.7%
COc1ccccc1N(C)S(=O)(=O)c1ccc(C(=O)OCC(=O)NCc2cccs2)cc1 | nt | -6.7% | 1.5%
O=c1[nH]c(/C=C/c2ccccn2)nc2ccccc12 | nt | ? | -2.2%
Cc1ccc(C(=O)NCCN2C3=NC[C@H](C)N3C[C@H]2Cc2ccc(O)cc2)cc1Br | 6.4% | 20.6µM* | -3.1%
CCCCc1ccc(-c2csc(/C(C#N)=C/c3ccc(C)o3)n2)cc1 | -5.9% | -15.6% | 0.9%
Cc1c(C(=O)NC2CC(=O)N(c3ccc4c(c3)OCCO4)C2)cccc1[N+](=O)[O-] (stereo unspecified) | nt | -15.1% | -3.7%

(continued)
Every second line gives: TDP1 block, TDP1 cell noCPT, KAT2A inh
- CC(C)N(Cc1nc(-c2ccccc2)no1)S(=O)(=O)c1ccccc1
    -9.2%, ?, -20.3%
- CN(C)c1ccc(/C=C/C(O)=C2/C(=O)N(C)C3(C)CC2c2ccccc2O3)cc1 (stereo unspecified)
    3.4%, nt, -11.9%
- CN(C1CCCCC1)S(=O)(=O)c1ccc(-n2cnnn2)cc1
    -2.0%, 3.1%, -5.7%
- Cc1cccc(C)c1NC(=O)C1(NC(=O)Cn2cccc([N+](=O)[O-])c2=O)CCCCC1
    5.8%, -13.8%, -5.1%
- Clc1ccccc1CSc1nncn1-c1cccnc1
    2.7%, nt, 1.1%
- Clc1ccc(-c2csc(-c3nc(-c4ccc(Br)s4)cs3)n2)cc1
    0.9%, -6.9%, 3.4%
- N/C(CN1CCCC1=O)=N\OC(=O)c1ccccc1Cl
    3.1%, -9.1%, -24.1%
- O=C(NCc1cccs1)c1noc2c1CCCCC2
    -3.3%, -18.0%, -4.1%
- CC1(C)C(=O)OC(c2c(F)c(F)c(F)c(F)c2F)C2(CCCCC2)C1=O (stereo unspecified)
    -2.3%, ?, -1.8%
- CCOC(=O)C1CCN(Cc2cc(C(C)(C)C)c(O)c(C(C)(C)C)c2)CC1
    0.0%, 18.4µM*, -3.5%
- C[N+]1(CC2COC3(CCCCC3)O2)CCCC1 (stereo unspecified)
    1.9%, 1.4%, 2.8%
- CC(C)(Oc1ccc(Cl)cc1)C(=O)NC1CCSC1=O (stereo unspecified)
    5.2%, -6.3%, -6.8%
- Cc1oc2ncn(CC(C)C)c(=O)c2c1C(=O)Nc1cccc(C(F)(F)F)c1
    0.0%, -1.0%, -3.4%
- CCc1nnc(NC2=NCCC2)s1
    nt, -0.3%, -1.7%
- CCN1CCCC1CN=Cc1c(O)n(-c2ccccc2)c(=O)c2ccccc12 (stereo unspecified)
    2.3%, -13.7%, -1.6%
- Cc1cc2c(cc3c(SCc4cccc(F)c4)nnc(C)n32)o1
    5.1%, ?, -7.2%
- Cc1ccc2nc(-c3ccccc3)c(CN3CCOCC3)n2c1
    0.0%, 0.1%, 15.5%
- O=C(CSc1nnc(COc2ccccc2)n1Cc1ccco1)Nc1ccc2c(c1)OCCO2
    6.5%, -27.4%, 1.1%
- Cc1csc(Sc2nc3c(c(=O)[nH]c(=O)n3C)n2Cc2ccccc2Cl)n1
    0.0%, ?, -1.8%
- NC(=O)c1c(NC(=O)c2cccs2)sc2c1CCCCCC2
    0.0%, ?, -8.3%

Whole records, looked up by structure:
`CCc1nnc(NC2=NCCC2)s1` across the screens: TDP1 block: nt; TDP1 cell noCPT: -0.3%; KAT2A inh: -1.7%
`Cc1cccc(C)c1NC(=O)C1(NC(=O)Cn2cccc([N+](=O)[O-])c2=O)CCCCC1` across the screens: TDP1 block: 5.8%; TDP1 cell noCPT: -13.8%; KAT2A inh: -5.1%

Carrying on.
Every second line gives: TDP1 block, TDP1 cell noCPT, KAT2A inh
- COC(=O)c1cn(Cc2ccc(C(F)(F)F)cc2)cc(F)c1=O
    9.0%, -11.4%, 3.0%
- COc1cc(Br)c(C(=O)c2nccc3cc(OC)c(OC)cc23)cc1OC
    6.3%, 18.4µM*, -22.4%
- CN(C(=O)CN1C(=O)/C(=C/c2ccc(F)cc2)SC1=S)C1CCS(=O)(=O)C1 (stereo unspecified)
    3.0%, ?, -14.5%
- CC(C)N1CCc2c(sc(NC(=O)c3ccc(S(=O)(=O)N(C)C4CCCCC4)cc3)c2C(N)=O)C1
    10.4%, 18.4µM*, -3.5%
- O=C1CC(N2CCC(O)(c3ccc(Br)cc3)CC2)C(=O)N1c1ccc(Cl)cc1 (stereo unspecified)
    2.8%, 25.9µM*, -1.1%
- COc1ccc(/C=C/C(=O)OCC(=O)Nc2c(C)cccc2C)cc1
    5.9%, -10.1%, -12.0%
- COC(=O)c1cccc(NC(=O)c2ccc3c(c2)C(=O)N(Cc2cccnc2)C3=O)c1C
    1.6%, -22.2%, -26.7%
- OCc1nc2ccccc2n1CCCOc1ccc(Br)cc1
    6.1%, 18.4µM*, nt
- Nc1nonc1-n1nnc(C(=O)N/N=C/c2ccco2)c1CSc1ccccc1
    -7.9%, 7.7%, -2.7%
- CCNC(=O)NC(=O)C(C)OC(=O)CCCSc1nc2ccccc2s1 (stereo unspecified)
    3.2%, -27.9%, -2.3%

Entries listed so far that have an aryl thioether with sulfur outside any ring, in the order listed:
Every second line gives: TDP1 block, TDP1 cell noCPT, KAT2A inh
- N#Cc1ccccc1Sc1ccccc1C(=O)OCC(=O)NC1CCCCC1
    -0.6%, ?, 0.7%
- CCN(CC)S(=O)(=O)c1ccc(-c2nnc(SCC(=O)N3CCOCC3)o2)cc1
    2.1%, -13.5%, -8.7%
- COC(=O)Cn1c(SCCOc2ccccc2Cl)nc2ccccc21
    5.7%, ?, -1.7%
- O=C(CCCSc1ccccc1)Nc1nc(-c2ccco2)c(-c2ccco2)s1
    8.2%, ?, -23.7%
- CCCCn1nnnc1SCC(=O)Nc1ccc(N(C)C)cc1
    2.3%, -2.9%, -11.0%
- Cc1ccccc1-c1noc(CSc2nc(-c3ccc(F)cc3)cc(=O)[nH]2)n1
    -2.7%, -0.1%, -6.0%
- CCOc1ccc(-n2ccnc2SCC(=O)NCc2ccc3c(c2)OCO3)cc1
    7.8%, ?, -1.8%
- Clc1ccccc1CSc1nncn1-c1cccnc1
    2.7%, nt, 1.1%
- Cc1cc2c(cc3c(SCc4cccc(F)c4)nnc(C)n32)o1
    5.1%, ?, -7.2%
- O=C(CSc1nnc(COc2ccccc2)n1Cc1ccco1)Nc1ccc2c(c1)OCCO2
    6.5%, -27.4%, 1.1%
- Cc1csc(Sc2nc3c(c(=O)[nH]c(=O)n3C)n2Cc2ccccc2Cl)n1
    0.0%, ?, -1.8%
- Nc1nonc1-n1nnc(C(=O)N/N=C/c2ccco2)c1CSc1ccccc1
    -7.9%, 7.7%, -2.7%
- CCNC(=O)NC(=O)C(C)OC(=O)CCCSc1nc2ccccc2s1 (stereo unspecified)
    3.2%, -27.9%, -2.3%
